# High-throughput results from PubChem.
# PolyA inh = yeast polyadenylation inhibition | S. cerevisiae SKY197-pL101 polyadenylation reporter, beta-gal luminescence; efflux-impaired pdr1/pdr3 knockout yeast; score 100 = 6 SD above DMSO | calls only at 12 µM | 300,000 compounds, 0.02% hits | AID 1875;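 active = lowest replicate activity score at least 50, where 100 means six control SD above control mean; inconclusive = lowest score under 50 but half or more replicates reach 50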;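 also: yeast exposed to compound for 9 h at 30 °C; higher score means more reporter readthrough which indicates perturbed polyadenylation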
# GSK3A inh = inhibitors of human GSK-3 alpha kinase | P49840 | ADP-Glo luminescence, 60 min | inhibition, % at 10 µM | 320,000 compounds, 0.1% hits | AID 2650;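 in the data active = inhibition above about 50%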;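 also: GST-tagged GSK-3 alpha with peptide substrate and 25 µM ATP; 0% = DMSO neutral wells and 100% = GW8510 positive control wells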
# Target sequence (P49840 whole entry, looked up): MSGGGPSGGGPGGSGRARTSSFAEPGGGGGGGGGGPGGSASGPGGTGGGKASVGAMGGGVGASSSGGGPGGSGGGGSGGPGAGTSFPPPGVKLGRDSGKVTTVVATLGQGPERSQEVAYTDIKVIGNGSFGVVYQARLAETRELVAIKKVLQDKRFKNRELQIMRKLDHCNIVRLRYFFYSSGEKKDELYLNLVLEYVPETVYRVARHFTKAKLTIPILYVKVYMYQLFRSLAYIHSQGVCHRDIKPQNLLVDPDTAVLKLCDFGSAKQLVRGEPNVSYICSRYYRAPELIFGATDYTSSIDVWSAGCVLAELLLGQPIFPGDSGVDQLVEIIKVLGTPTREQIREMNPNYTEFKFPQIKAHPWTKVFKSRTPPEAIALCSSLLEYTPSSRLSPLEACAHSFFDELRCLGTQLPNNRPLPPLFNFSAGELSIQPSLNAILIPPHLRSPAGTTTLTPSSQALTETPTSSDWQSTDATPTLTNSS
# KCNQ1 pot = potentiators or activators of human KCNQ1 potassium channel; P51787; CHO-K1 KCNQ1, thallium flux FluxOR fluorescence; active compounds read high; B-score at 10 µM; 310,000 compounds, 0.35% hits; AID 2648;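 active = fluorescence ratio B-score, a plate-corrected score, at least three library SD, with initial intensity B-score within 5 SD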
#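 Doses: Single concentration per compound, DMSO matched to controls | Test system: KCNQ1-transfected CHO-K1 cells | Timing: 90 min dye loading and 20 min compound exposure, both at room temperature | Measured by: Kinetic FluxOR thallium fluorescence, 10-s 1-Hz baseline, 110-s post-stimulus read | Medium: Assay buffer with matched DMSO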
# RGS4 pot = RGS4 potentiation or activation; HEK293 M3R/inducible RGS4, carbachol calcium flux Fluo4; active compounds read low; B-score at 10 µM; AID 463111; 310,000 compounds, 0.92% hits;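 active = B-score of the integrated calcium signal more than 4 SD below the library mean, with starting fluorescence not abnormally high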;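 also: negative B-score means reduced calcium response which marks RGS4 activation or potentiation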
#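 Reagent: ECmax carbachol challenge; Test system: M3R-expressing HEK293 line, RGS4 induced by doxycycline; Schedule: overnight RGS4 induction, 30 min dye load 37 °C, 20 min compound RT; Detection: calcium dye Fluo4 fluorescence; Read-out: Agonist-evoked peak-minus-minimum fluorescence over baseline, integrated ratio, B score.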
# KCNK9 block = inhibitors of human KCNK9 two-pore domain potassium channel; HEK293 KCNK9, FluxOR thallium flux fluorescence; active compounds read low; B-score at 10 µM; 310,000 compounds, 1.2% hits; Q9NPC2;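 active = ratio B-score over 3 SD below the library mean, with starting fluorescence within 5 SD of its mean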;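 also: negative B-score means less thallium flux so channel inhibition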
# HDAC3 inhib = blocks human histone deacetylase 3 | O15379 | recombinant HDAC3, fluorogenic peptide/trypsin coupled, fluorescence | inhibition, % at 8.3 µM | 320,000 compounds, 0.15% hits; in the data active = inhibition above about 26%, passing the limit was not always enough; inconclusive = no clear call, values can overlap the other calls
# KCNK3 inh = human KCNK3 channel inhibition, primary screen. AID 602410. B-score at 10 µM. CHO-KCNK3 thallium flux, FluxOR fluorescence; active compounds read low. 340,000 compounds, 0.84% hits. O14649;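 active = B-score under library mean minus 4 SD, starting fluorescence ratio at most library mean plus 5 SD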;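 also: more negative B-score means stronger inhibition of thallium flux through KCNK3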
# Target sequence (O14649 whole entry, looked up): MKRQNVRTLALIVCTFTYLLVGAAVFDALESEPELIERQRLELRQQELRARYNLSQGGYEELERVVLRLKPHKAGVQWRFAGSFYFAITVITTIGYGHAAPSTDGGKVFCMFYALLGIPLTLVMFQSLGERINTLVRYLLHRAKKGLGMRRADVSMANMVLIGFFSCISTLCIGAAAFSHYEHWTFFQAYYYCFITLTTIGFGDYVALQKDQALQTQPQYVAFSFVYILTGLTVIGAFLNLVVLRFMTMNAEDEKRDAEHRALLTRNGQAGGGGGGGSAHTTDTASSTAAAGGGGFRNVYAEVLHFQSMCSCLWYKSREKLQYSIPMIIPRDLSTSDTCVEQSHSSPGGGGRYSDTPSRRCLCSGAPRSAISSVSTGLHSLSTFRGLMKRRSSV
# DYRK1A inh = inhibitors of rat Dyrk1A kinase | Q63470 | ADP-Glo luminescence, NFATc1 peptide | inhibition, % at 12.5 µM | 310,000 compounds, 0.43% hits; in the data active = inhibition above about 50%;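 also: plate controls were vehicle with enzyme for no effect and no enzyme for full effect; many of its hits are not listed in these tables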
# KCNQ1 block = blocks the human KCNQ1 potassium channel. CHO-K1 KCNQ1, FluxOR thallium flux fluorescence; active compounds read high. AID 2642. B-score at 10 µM. 310,000 compounds, 1.3% hits;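 active = compounds whose thallium flux B-score, printed positive for inhibition, exceeds three library SD while starting fluorescence stays within three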;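 also: channel opened by potassium depolarization with thallium stimulus after 20 min compound exposure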
# hERG rescue = shields human hERG channel from block by proarrhythmic agents | 310,000 compounds, 0.51% hits | CHO-hERG, FluxOR thallium flux, dofetilide IC70 present | activation (rescue from dofetilide block), less the hit threshold, % at 10 µM | Q12809;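 active = activation above the mean of controls blocked by dofetilide plus 5 SD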;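 also: thallium influx through hERG after potassium depolarization seen as dye fluorescence rise; in these data hits start at about 4.7%; inactives centre near -7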
# GSK3beta inhib = blocks human GSK3beta kinase activity; activity score (negative = inhibition), % at 10 µM; 300,000 compounds, 0.038% hits; P49841; GST-GSK3beta kinase, ADP-Glo luminescence, 60 min; active compounds read low;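 active = more than half of replicate wells score below -50%, meaning over 50% inhibition versus plate controls; inconclusive = some replicates but at most half score below -50%; inactive = no replicate scores below -50%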;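 also: 0% = median DMSO wells and -100% = median GW8510 positive control wells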
#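 Assay system: GST-fused GSK3beta enzyme, cell-free / Medium: Tris pH 7.5 buffer with MgCl2, DTT, BSA, heparin / Also added: peptide substrate plus 25 µM ATP (final) / Compound: 10 µM single point / Timing: kinase reaction with compound 60 min at room temperature / Detection: ADP-Glo luminescence / Benchmarks: DMSO neutral wells and GW8510 at 20 µM as positive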
# Active calls of the source: *; i = inactive; ? = inconclusive; . = no result given.
mol	PolyA inh	GSK3A inh	KCNQ1 pot	RGS4 pot	KCNK9 block	HDAC3 inhib	KCNK3 inh	DYRK1A inh	KCNQ1 block	hERG rescue	GSK3beta inhib
CCN(CC)C(=O)c1sc(NC(=O)c2ccc(OC)c([N+](=O)[O-])c2)c(C#N)c1C	i	3	i	i	i	-1	.	.	i	-4	0
COc1ccc(NC(=O)CCl)cn1	i	4	i	i	i	-2	.	.	i	-12	-2
Cc1ccc(C(=O)NC(=S)Nc2cccc3nsnc23)cc1	i	.	i	i	i	-5	i	9	i	-9	-1
Cc1nn(C)cc1S(=O)(=O)Nc1ccc2c(c1)OCCO2	i	0	i	i	i	4	i	-2	i	-11	-1
Nc1nnc(SCCCC(=O)c2ccccc2)s1	i	.	i	i	i	-3	i	2	i	-9	0
CCN1CCCC1CNC(=O)Cn1nc(C)n2c(cc3cc(F)ccc32)c1=O (configuration not stated)	i	2	i	i	i	5	i	4	i	-10	-1
COc1cccc(NC(=O)CN(C)C(=O)/C=C/c2cn(Cc3ccccc3)nc2-c2cccnc2)c1	i	0	i	i	i	13	i	-4	i	-11	-2
Cc1nc(-c2ccc(F)cc2)c(CC(=O)Nc2cccc(S(=O)(=O)N3CCOCC3)c2)s1	i	-3	i	i	i	?	i	-1	i	-17	4
CC(C)Cc1nc(SCC(=O)NCC2CCCO2)c2c(=O)n(C)c(=O)n(C)c2n1 (configuration not stated)	i	1	i	i	i	1	i	6	i	-10	-3
CCOC(=O)c1cc(-c2ccccc2)sc1NC(=O)C(C)C	i	0	i	i	i	1	i	-6	i	-7	2
CC(C)c1nnc(SCC(=O)NC(C)(C)C)n1C	i	1	i	i	i	-1	i	-2	i	-4	0
O=C(CSc1ncccn1)N1CCCc2ccccc21	.	-3	i	i	i	1	i	-2	i	-11	-1
CC(C)(C)n1ncc2c(=O)n(CC(=O)N3CCCC3)cnc21	i	6	i	i	i	-5	i	.	i	-9	-1
Cc1ccccc1OCCCC(=O)Nc1ccc(N2CCOCC2)cc1	i	-3	i	i	i	-9	i	2	i	-4	1
CCOc1ccc(-c2nc(CSCC(=O)NCCCN3CCCC3=O)c(C)o2)cc1	i	-2	i	i	i	-5	i	-1	i	-6	1
O=C1CCCc2nn(-c3ccccc3)c(-c3ccncc3)c21	i	2	i	i	i	-7	i	5	i	-6	0
COc1ccc(C(=O)NCCCn2ccnc2)cc1	i	-4	i	i	i	-5	i	-2	i	-3	3
Cc1cc(NC(=O)CSc2nnc(-c3ccccc3)o2)no1	i	3	i	i	i	5	i	-4	i	-15	2
O=C(Cn1ncc(Cl)c(Cl)c1=O)N1CCOCC1	i	-2	i	i	i	-1	i	0	i	-5	0
O=C(CN1CCOCC1)Nc1nc(-c2ccccc2Cl)cs1	i	-2	i	i	i	7	i	8	i	-8	0
O=C(NNC(=O)C1CCN(S(=O)(=O)c2ccc(Cl)cc2)CC1)c1ccccc1	i	-1	i	i	i	-3	i	-16	i	-4	-5
CCCc1nnc(NC(=O)c2c(O)c3cccc4c3n(c2=O)CC4)s1	i	.	i	i	i	-2	.	.	i	-8	0
NC(=O)COC(=O)c1sc2cc(F)ccc2c1Cl	i	-1	i	i	i	-4	i	.	i	-8	-2
C=CCN1C(=O)CS/C1=C(\C#N)S(=O)(=O)c1ccc(C)cc1	i	-1	i	i	i	0	i	-2	i	-1	-2
CCOc1ccc(-c2nc(CSCC(=O)NCCN3CCOCC3)c(C)o2)cc1	i	-5	i	i	i	-4	i	-8	i	-6	1
Cc1ccc(C(=O)N2CCCC(c3nc4c(nnn4Cc4ccccc4)c(=O)[nH]3)C2)cc1 (configuration not stated)	.	3	i	i	i	-6	i	0	i	-12	0
CSc1cccc(-n2cc(-c3ccc4c(c3)OCO4)[nH]c2=O)c1	i	0	i	i	i	0	i	3	i	-9	5
O/N=C1\CCc2cc(Cl)ccc21	i	0	i	i	i	-2	i	-1	i	-7	2
CC(C)OC(=O)CSc1nnc(C2CCCCC2)n1N	i	0	i	i	i	13	i	.	i	4	2
Cc1nc(NCCN2CCOCC2)c2nnn(Cc3c(F)cccc3Cl)c2n1	i	0	i	i	i	3	i	22	i	-9	-2
CCOC(=O)c1cn(CC)c2cc(N3CCCCC3)c(F)cc2c1=O	i	0	i	i	i	-3	i	2	i	-6	0
O=S(=O)(c1ccc(F)c(F)c1)N1CCN(S(=O)(=O)c2cccs2)CC1	i	-2	i	i	i	.	i	-7	i	-8	0
CCOC(=O)N1CCN(C(=O)COc2ccc(S(=O)(=O)NCc3ccccc3)cc2)CC1	i	-2	i	i	i	-7	i	6	i	-7	1
Cc1cccc(NC(=O)C2CCCN(C(=O)Nc3ccc(F)cc3)C2)c1C (configuration not stated)	i	-1	i	i	i	3	i	-2	i	-9	2
CCOC(=O)c1[nH]c2ccccc2c1NC(=O)c1cc(OC)c(OC)c(OC)c1	i	-1	i	i	i	6	i	30	i	-12	2
COC(=O)CC(c1ccc(C#N)cc1)n1c(C)ccc1C (configuration not stated)	i	1	i	i	i	-1	i	-2	i	-1	2
CCc1ccc(CN(C(=O)c2oc3ccccc3c2C)C2CCS(=O)(=O)C2)cc1 (configuration not stated)	i	-1	i	i	i	6	i	6	i	-7	-2
COc1cc(C(c2sc3ncnn3c2O)N2CCN(c3ccccc3F)CC2)cc(OC)c1OC (configuration not stated)	.	-3	i	i	i	-2	i	-11	i	-8	3
Fc1ccc(CNC(=S)Nc2ccccc2F)cc1	i	-2	i	i	i	2	i	.	i	-4	-1
CCCCOc1ccc(-c2nc(/C=N/c3nccs3)c(O)o2)cc1	i	-3	i	i	i	-4	i	1	i	1	2
COc1ccc(OCC(=O)Nc2ccc3c(c2)C(=O)NC3=O)cc1	i	4	i	i	i	-4	i	-4	i	-5	-5
O=C(CNC(=O)c1cccs1)OCC(=O)c1ccc(Cl)cc1	i	.	i	i	i	4	i	-6	i	-9	0
CCNC(=S)N/N=C/c1sccc1C	i	-3	i	i	i	3	.	.	i	-13	-5
CC(C)(CNCC(O)c1ccccc1)N1CCOCC1 (configuration not stated)	i	-1	i	i	i	9	i	17	i	0	1
COc1cc(C(=S)N2CCOCC2)ccc1OC(=O)/C=C/c1ccco1	i	-3	i	i	i	-7	i	.	i	-14	-2
Cc1cccc(N2CCN(C(=O)C34CC5CC(CC(C5)C3)C4)CC2)c1C	i	-3	i	i	i	7	i	3	i	-13	-3
Cc1cc(C)nc(SCC2COc3ccccc3O2)n1 (configuration not stated)	i	-2	i	i	i	-5	i	6	i	-11	1
O=C(Nc1ccccc1C1CC1)c1cccs1	i	1	i	i	i	1	i	12	i	-10	1
O=C(Nc1ccc2c(c1)OCO2)C1CCN(S(=O)(=O)Cc2ccccc2)CC1	i	3	i	i	i	6	i	3	i	-8	.
Cc1c(-c2ccccc2)nc2ccccc2c1C(=O)NCc1cccs1	i	-5	i	i	i	4	i	-1	i	-15	-2
CCOC(=O)c1ccc(NC(=O)NCCc2ccccc2OC)cc1	i	0	i	i	i	7	i	-2	i	-37	-1
O=C(CCc1nnc(Cc2ccc(-c3ccccc3)cc2)o1)NCC1CC1	i	-2	i	i	i	0	i	5	i	3	8
CC(C(=O)Nc1ccncc1)(c1ccccc1)c1ccccc1	i	-1	i	i	i	2	i	-1	i	-4	3
Cc1cccc(C)c1NC(=O)CS(=O)CC(=O)Nc1ccc(N2CCOCC2)cc1 (configuration not stated)	i	1	i	i	i	3	i	1	i	-5	-2
CCC(=O)n1nc(-c2ccc(OC)cc2)nc1NCc1cccs1	i	.	i	i	i	.	i	.	i	-11	-2
CCOc1ccc(NC(=O)CN(C)C(=O)CCCOc2ccc(Br)cc2)cc1OCC	i	1	i	i	i	0	i	0	i	-12	0
Cc1csc(NC(=O)CSc2nc3ccccc3c3c2CCCC3)n1	.	-1	i	i	i	0	i	3	i	-1	0
Cc1cccn(Cc2c(F)cccc2Cl)c1=O	i	0	i	i	i	1	i	7	i	-4	-2
O=C(CCN1C(=O)/C(=C/c2ccc(F)cc2)SC1=S)N[C@@H](CO)Cc1ccccc1	i	3	i	i	i	6	i	-3	i	-7	1
COc1cccc(C(=O)Nc2c(C)n[nH]c2C)c1	i	2	i	i	i	-4	i	-3	i	-3	-11

# More records.
mol	PolyA inh	GSK3A inh	KCNQ1 pot	RGS4 pot	KCNK9 block	HDAC3 inhib	KCNK3 inh	DYRK1A inh	KCNQ1 block	hERG rescue	GSK3beta inhib
O=S(=O)(c1ccc(Cl)s1)N1CCc2ccccc2C1	i	0	i	i	i	7	i	0	i	-8	1
O=C(O)c1ccccc1-c1ccccc1C(=O)NCc1ccco1	i	-4	i	i	i	1	i	2	i	-8	-7
CC(C)CS(=O)(=O)C1=NN2C(=N)/C(=C\c3ccc(OC(=O)c4ccco4)cc3)C(=O)N=C2S1	i	3	i	i	i	17	i	-3	i	-30	0
Cc1noc(/C=C/N(C)C)c1S(=O)(=O)N1CCC(C(=O)NC(C)(C)C)CC1	i	1	i	i	i	5	i	-4	i	-10	-1
CCOc1ccc(NC(=O)CN2CCN(CC(=O)Nc3ccc(Cl)c(C(F)(F)F)c3)CC2)cc1	i	3	i	i	i	3	i	6	i	-22	0
CC(C)[C@H](NC(N)=O)C(=O)Nc1ccc(F)c(Cl)c1	i	-2	i	i	i	-4	i	-5	i	-15	-2
O=C(CNC(=O)c1ccccc1)OCc1nc2ccccc2s1	i	-2	i	i	i	-5	i	-4	i	-9	2
O=C(O)CNC(=O)CCN1C(=O)c2ccccc2C1=O	i	-2	i	i	i	?	i	0	i	1	2

# A portion of the library; the hit share may differ from the screen's.
